# Screens deposited in PubChem BioAssay by The Scripps Research Institute Molecular Screening Center.
# GPR151 ag – activators of human GPR151; AID 1508602; hit rate 1% among 650,000; PathHunter beta-arrestin GPR151 cells, luminescence; activation, % at 11.2 µM; in the data active = activation above about 4.9%;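 also: 0% = median of compound wells and 100% = cells with positive control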
# Target sequence (Q8TDV0 whole entry, looked up): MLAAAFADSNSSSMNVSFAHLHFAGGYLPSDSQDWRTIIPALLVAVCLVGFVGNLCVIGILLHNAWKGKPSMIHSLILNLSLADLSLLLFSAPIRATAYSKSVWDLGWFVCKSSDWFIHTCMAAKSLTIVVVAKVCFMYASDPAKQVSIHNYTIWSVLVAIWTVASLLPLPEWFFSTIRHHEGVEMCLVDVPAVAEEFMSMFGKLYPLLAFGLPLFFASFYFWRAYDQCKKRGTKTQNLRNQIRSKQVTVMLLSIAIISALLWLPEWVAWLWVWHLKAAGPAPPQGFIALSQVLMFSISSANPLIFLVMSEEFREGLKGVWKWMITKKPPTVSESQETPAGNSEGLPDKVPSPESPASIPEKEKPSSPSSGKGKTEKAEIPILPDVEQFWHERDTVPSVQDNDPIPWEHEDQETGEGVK
# MITF inh – human MITF inhibition, primary screen; O75030; hit rate 0.91% among 650,000; AlphaScreen MITF homodimerization, bead proximity signal; AID 1259374; inhibition, % at 2.6 µM; in the data active = inhibition above about 50%;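 also: 0% = vehicle wells with protein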
# Target sequence (O75030 whole entry, looked up): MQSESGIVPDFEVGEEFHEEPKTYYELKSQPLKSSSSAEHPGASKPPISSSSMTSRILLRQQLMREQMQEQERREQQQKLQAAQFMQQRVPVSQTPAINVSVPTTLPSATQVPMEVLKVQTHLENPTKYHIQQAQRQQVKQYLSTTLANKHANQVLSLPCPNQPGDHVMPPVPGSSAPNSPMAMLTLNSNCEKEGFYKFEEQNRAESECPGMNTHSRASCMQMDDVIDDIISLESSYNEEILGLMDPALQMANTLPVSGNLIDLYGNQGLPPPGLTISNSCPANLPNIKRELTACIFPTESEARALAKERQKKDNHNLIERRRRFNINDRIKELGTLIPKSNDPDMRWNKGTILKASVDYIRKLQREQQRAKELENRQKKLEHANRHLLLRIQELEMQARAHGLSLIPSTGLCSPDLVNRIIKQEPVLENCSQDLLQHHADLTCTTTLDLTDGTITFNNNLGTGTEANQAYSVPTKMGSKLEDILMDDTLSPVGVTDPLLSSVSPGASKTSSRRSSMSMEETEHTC
# TEAD-YAP inh – TEAD-YAP interaction inhibition; hit rate 1.4% among 640,000; inhibition, % at 9.12 µM; HEK-TIYL cells, TEAD-Gal4/YAP UAS-luciferase luminescence; in the data active = inhibition above about 32%;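 also: 0% = median of test compound wells and 100% = reference inhibitor wells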
# FBW7 activator – human FBW7 E3 ligase activation, primary screen. AlphaScreen FBW7–phospho-cyclin E peptide binding, activator screen. normalized activity (activation), % at 26.1 µM. hit rate 0.13% among 650,000. AID 1259310; in the data active = normalized activity above about 1.9%;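 also: purified mutant Fbw7 with reduced substrate affinity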
# * = called active by the depositor.
SMILES,GPR151 ag,MITF inh,TEAD-YAP inh,FBW7 activator
Cc1ncc([N+](=O)[O-])n1CC(=O)Nc1cccc2ccccc12,-0.8,15.0,13.5,0.2
O=C(O)c1cccc(N/N=C/c2sc(N3CCOCC3)nc2-c2ccccc2)c1,-0.5,11.8,-37.9,0.2
O=C(O)c1cc(-n2ncc3ccccc3c2=O)ccc1Cl,-1.9,2.7,5.0,0.2
Cc1cc(C)n(/N=C/c2cc(Cl)cc(Cl)c2O)c(=O)c1C#N,-0.3,-7.6,7.2,-0.2
CCOC(=O)c1cc2c(ccn2C)n1CC(=O)NCCc1ccc(OC)c(OC)c1,-1.2,-8.7,-6.6,-0.4
C=CCN(CC=C)CC(O)CN(c1ccccc1)S(=O)(=O)c1ccccc1 (centres undefined),1.5,4.5,7.2,0.1
Cc1ccc(/C(O)=C2/C(=O)C(=O)N(C)C2c2cccc([N+](=O)[O-])c2)cc1 (centres undefined),-0.8,3.3,7.0,-0.1
CC(=O)NCCC(=O)Nc1cccc(C#N)c1,-0.4,7.1,-3.9,-0.1
CCOc1ccc2nc(SCC(=O)n3c4c(c5ccccc53)CCCC4)sc2c1,0.0,-0.2,6.0,0.1
O=C(Nc1ccc2c(c1)OCO2)C1CCN(C(=O)c2ccc(-c3ccccc3)cc2)CC1,-0.2,9.7,-16.4,-0.2
Cn1cc(C(=O)N2CCCCCC2)c2ccccc2c1=O,-1.1,1.5,-2.2,0.0
CC(NC(=O)C(=O)NCCN(C)C)C(c1cccs1)N1CCOCC1 (centres undefined),-0.1,8.2,-3.4,0.8
CCOC(=O)c1[nH]c(C)c(C(=O)N(CC)c2ccccc2)c1C,-0.2,2.4,-7.0,-0.2
C/C(=N\NC(=O)c1cccc(C)c1)c1cccc(N)c1,-0.7,29.8,-24.6,0.4
O=C(O)/C=C/C(O)c1ccc(Cl)cc1 (centres undefined),-1.5,20.4,10.5,0.4
CCn1c(SCC(=O)c2cccs2)nnc1-c1ccco1,0.4,17.6,1.2,0.1
O=C(CSc1nc2ccccc2c(=O)n1CCC(=O)N1CCCCC1)NC1CCCCC1,-0.7,19.2,-3.1,0.0
Cc1sc2ncn(CC(=O)NCCCC(=O)NCc3ccccn3)c(=O)c2c1C,-0.8,7.7,2.2,0.1
O=C(Nc1ccccc1)c1ccc(Br)c(S(=O)(=O)Nc2ccccn2)c1,-0.9,9.0,2.5,1.2
CO[C@H]1[C@H](NC(=O)c2ccncc2)c2ccccc2C12CCN(C(=O)C(C)(C)C)CC2,-1.2,-3.6,0.4,0.0
Oc1ccccc1C1=NOC(O)(C(F)(F)C(F)F)C1 (centres undefined),1.2,-9.6,-2.6,0.2
CC(=O)Oc1c(Cl)cc(N(C(C)=O)S(=O)(=O)c2ccc3ccccc3c2)cc1Cl,-0.5,10.3,4.1,0.1
COc1cccc(NC(=O)c2oc3ccccc3c2NC(=O)COc2ccccc2)c1,-0.7,-6.9,-4.8,-0.1
Cc1ccc(S(=O)(=O)N2CCC[C@H]2C(=O)N(CC(N)=O)C(C)C)cc1,0.2,12.8,4.2,0.1
O=C(CN1C(=O)C(=O)N(C2CCCC2)C1=O)Nc1ccc(I)cc1,0.5,13.5,9.3,0.0
CS(=O)(=O)Oc1ccc(/C=C2/N=C(c3ccc(F)cc3)OC2=O)cc1,0.8,-0.1,-8.1,0.1
CN1CCCC(C(=O)NCCc2nnc3n2CCN(Cc2ccc4c(c2)CCO4)CC3)C1 (centres undefined),0.3,-3.5,-7.7,-0.2
Cc1ccc(C(=O)N/C(=C\c2cccs2)C(=O)N2CCCC2)cc1,1.3,2.0,-4.4,0.1
COC(=O)c1ccc(N2C(=O)/C(=C/c3ccc(Cl)cc3)C=C2c2ccccc2)cc1,2.3,5.6,10.6,0.3
COc1ccc(Cl)cc1C(=O)N(Cc1nc(-c2ccccc2)no1)C(C)C,-0.4,12.0,5.2,-0.3
C=CCn1c(COc2ccc(Cl)cc2)nnc1SCC(=O)NC(N)=O,-1.8,0.5,5.7,0.3
COc1cccc(OCCOc2c(Cl)cc(Cl)cc2/C=N/n2cnnc2)c1,2.5,13.2,-8.8,-0.1
CC(C)(C)c1ccc(C(=O)N/C(=C\c2ccc(Cl)cc2)C(=O)NCCC(=O)O)cc1,0.2,-3.4,-0.3,-0.1
CCOc1cc(/C=N/N=C(N)N)ccc1OCC(N)=O,0.0,3.5,14.4,0.2
COc1ccc(N2CC(NC(=O)NC(C)(CO)CO)CC2=O)cc1OC (centres undefined),0.4,-0.1,-3.0,0.3
CCCCn1c(=O)n(CC(=O)Nc2ccccc2F)c(=O)c2c1ncn2Cc1ccco1,-0.9,-6.3,-4.9,0.0
O=C(CC1(O)C(=O)N(Cc2ccccc2)c2ccccc21)c1cccs1 (centres undefined),-0.1,2.4,12.6,0.0
COc1cccc(NC(=O)CC(=O)c2ccc([N+](=O)[O-])cc2)c1,1.5,4.0,-8.2,0.7
Cc1cc(NC(=O)C(N)=O)ccc1Br,5.0*,3.1,3.6,0.0
O=C(CSc1nnnn1-c1ccc(F)cc1)NCCc1ccccc1,-0.5,20.0,6.9,0.3
Cc1cc(N2CCCCC2)nc2ccc(NC(=O)c3cncc(Br)c3)cc12,0.7,-6.0,0.6,-0.1
CCOC(=O)c1ccc(CN(Cc2ccc(Br)cc2)S(=O)(=O)c2cccc(Cl)c2C)cc1,-0.8,17.8,5.0,0.6
Cc1ccc(CNC(=O)C(=O)NCCC2CCCCN2S(=O)(=O)c2cccs2)cc1 (centres undefined),-1.2,13.5,3.0,0.2
OCCC1CN(Cc2ccc(O)c(Cl)c2)CCN1Cc1ccc(F)c(F)c1 (centres undefined),-1.1,13.3,6.8,0.0
CCCOc1ccc(/C=C/C(=O)Nc2nnc(CC)s2)cc1,-1.5,13.2,-6.5,0.2
CC(NC(=O)c1ccccc1[N+](=O)[O-])c1ccc2c(c1)OCCO2 (centres undefined),-1.4,2.1,-9.7,-0.1
COC(=O)c1sc(NC(=O)c2cccc(OC)c2OC)c(C#N)c1C,0.7,15.6,-1.9,0.2
CCc1ccc(C2CC(c3ccco3)=NN2S(C)(=O)=O)cc1 (centres undefined),-8.4,21.2,-12.5,0.4
O=C(Nc1ccc2c(c1)C(=O)N(C1CCCCC1)C2=O)C1CCCO1 (centres undefined),0.6,-1.1,-1.2,-0.1
Cc1[nH]c2ccccc2c1C(=O)COC(=O)CCC(=O)c1ccc2c(c1)OCCO2,1.9,3.6,-6.1,-0.1
# Remaining list, next part.
SMILES,GPR151 ag,MITF inh,TEAD-YAP inh,FBW7 activator
CCOC(=O)c1nn(-c2ccc(OCC)cc2)cc1O,-1.0,38.6,11.9,-0.1
C/C(=N\Nc1ccc(C(=O)O)cc1)c1nc2ccccc2n1C,-0.7,-11.6,-33.9,0.2
COc1ccc(-c2nc3ccccc3c(=O)n2OC(=O)c2cccs2)cc1OC,0.1,12.3,0.2,0.1
CC(C)(Oc1ccc(Cl)cc1)C(=O)NC1CCCCNC1=O (centres undefined),1.7,9.1,-7.0,-0.2
CCOC(=O)CC1CCCCN1C(=O)CCCn1nnnc1CN1CCC(C)CC1 (centres undefined),0.5,-0.9,2.5,-0.2
O=C(Nc1ccc2oc(-c3ccc(Br)cc3)nc2c1)c1cccnc1,1.6,2.0,-6.3,-0.1
O=C(c1ccco1)N1CCN(C(=O)c2nc(-c3cccnc3)no2)CC1,-0.7,16.0,1.9,1.0
CCOc1ccccc1NC(=O)C1CCCN1C(=O)Nc1cccc(F)c1 (centres undefined),-0.9,-2.1,6.7,-0.2
CC(=O)c1cccc(-c2cnn3c(N4CCN(c5ccccn5)CC4)ccnc23)c1,-1.4,5.9,3.4,1.9*
CCC1CCCCN1C(=O)CC1(c2ccccc2C)CC(=O)N(C2CC2)C1=O (centres undefined),1.0,-6.4,-13.5,-0.1
C=CCNC(=O)C(C)N(c1ccc(OCC)cc1)S(C)(=O)=O (centres undefined),1.7,1.4,2.7,-0.1
CCn1c(Cc2cccs2)nnc1SCC(=O)NC(C)(C)C,-1.2,-13.4,-9.1,-0.1
CC(=O)Nc1ccc(N2C(=O)CC(NCc3cccc4ccccc34)C2=O)cc1 (centres undefined),1.5,-0.3,6.8,-0.1
Cc1c(C)n2c(SCc3ccc(Cl)c(Cl)c3)nnc2[nH]c1=O,-0.8,-8.1,-1.9,0.3
CN1CCCCC1CSc1nnc2ccc(-c3ccccn3)nn12 (centres undefined),-1.0,-5.1,1.1,-0.2
CCOC(=O)C(=O)Nc1nc2ccc(S(C)(=O)=O)cc2s1,-2.3,4.4,-0.1,-0.6
COc1ccc(N(CC(=O)Nc2ccccc2C(N)=O)S(C)(=O)=O)c(OC)c1,0.8,11.6,16.3,-0.1
Clc1ccc2c(c1)CN(C1CCCCC1)CO2,-0.4,4.2,-2.0,0.0
Cc1ncc(CO)c(CNc2ccc(Cl)c(Cl)c2)c1O,-0.1,-8.0,10.9,0.5
O=C(CSc1nc2ccccc2c(=O)[nH]1)Nc1cccc([N+](=O)[O-])c1,1.3,-1.7,-5.4,-0.2

# Given as tab-separated lines: part of the list above.
Compound	GPR151 ag	MITF inh	TEAD-YAP inh	FBW7 activator
CN1CCCCC1CSc1nnc2ccc(-c3ccccn3)nn12 (centres undefined)	-1.0	-5.1	1.1	-0.2
CCOC(=O)C(=O)Nc1nc2ccc(S(C)(=O)=O)cc2s1	-2.3	4.4	-0.1	-0.6
COc1ccc(N(CC(=O)Nc2ccccc2C(N)=O)S(C)(=O)=O)c(OC)c1	0.8	11.6	16.3	-0.1
Clc1ccc2c(c1)CN(C1CCCCC1)CO2	-0.4	4.2	-2.0	0.0
Cc1ncc(CO)c(CNc2ccc(Cl)c(Cl)c2)c1O	-0.1	-8.0	10.9	0.5

# The results go on:
SMILES,GPR151 ag,MITF inh,TEAD-YAP inh,FBW7 activator
O=C(CN(c1ccc(Cl)cc1)S(=O)(=O)c1ccccc1)N1CCCC1,0.8,5.3,5.4,0.0
O=C(O)CC(NC(=O)Cc1ccccc1)c1ccccc1 (centres undefined),0.9,10.2,12.6,1.1
O=C1CCCC(O)=C1C(C1=C(O)CCCC1=O)c1ccccc1,-1.2,-8.1,-0.1,-0.1
COc1ccc(Cl)cc1NC(=O)CC(NCCc1ccccc1)C(=O)O (centres undefined),0.0,18.9,-0.4,0.4
O=[N+]([O-])c1ccc2c(c1)c(C1=NCCCCC1)c(O)n2-c1c(Cl)cccc1Cl,-2.7,13.0,4.3,0.1
O=C(CC1Oc2ccccc2NC1=O)NCc1cccnc1 (centres undefined),0.4,5.5,3.3,0.0
Cc1cc(C)c(CN2CCc3nnc(CCNC(=O)C4CCC4)n3CC2)cc1C,1.1,7.3,14.5,0.0
Cc1cccc(-n2c(O)c(C=Nc3ccc(S(=O)(=O)N(C)C)cc3)c(=O)[nH]c2=O)c1,-1.3,-2.7,1.8,0.0
COc1ccc(C2=NN(C(=O)CCC(=O)O)C(c3ccc(N(C)C)cc3)C2)cc1OC (centres undefined),-0.2,12.9,-1.1,0.4
Cc1ccccc1NC(=O)Nc1nnc(-c2cccs2)s1,0.6,12.6,-41.4,0.5
Cc1ccc(NC(=O)CN(Cc2ccccc2)S(=O)(=O)c2ccc(Br)cc2)cc1Cl,2.6,-9.4,-2.5,-0.1
NS(=O)(=O)c1ccc(NS(=O)(=O)c2c(F)cc(F)cc2Br)cc1,0.5,-3.6,-2.2,0.0
COC(=O)C(C)Nc1n[nH]c(=S)[nH]c1=O (centres undefined),0.1,6.4,2.6,0.1
CC1(C)CC(CNCCC(c2ccccc2)c2ccco2)CCO1 (centres undefined),-0.8,-1.3,-5.4,-0.3
CCOc1ccc(C2Nn3c(C)nnc3SC2C(=O)N(CC)CC)cc1 (centres undefined),-0.1,12.4,4.8,-0.1
C=CCN1C(=S)NC2CS(=O)(=O)CC21 (centres undefined),2.3,-7.5,-9.7,-0.2
O=C(NC1CCCCC1)c1cc2nc(-c3ccc(Br)cc3)cc(C(F)(F)F)n2n1,-1.4,16.4,7.2,0.0
COc1cc(/C=C/C(=O)OCC(=O)C(C)(C)C)ccc1OCC#N,1.4,5.7,-1.6,0.0
C#Cc1cccc(NC(=O)C2CCN(C(C)=O)CC2)c1,-0.1,-3.1,-3.6,-0.1
N#Cc1ccsc1NC(=O)c1ccc(N2C(=O)CCC2=O)cc1,1.9,-0.8,-5.9,-0.2
CCOC(=O)c1cc2c(=O)n3ccccc3nc2n(C)c1=NC(=O)c1ccccc1Cl,2.8,10.2,-2.3,-0.1
O=C(N/N=C/c1ccc(-c2cccc([N+](=O)[O-])c2)o1)C(O)c1ccccc1 (centres undefined),0.3,25.0,0.9,0.3
COc1ccc(C2C=C(c3ccc(C)cc3)Nc3nnnn32)cc1 (centres undefined),-0.5,17.5,-3.0,0.4
O=C(Cc1ccccc1)NNC1=C(C(=O)C(F)(F)F)CCC1,-0.1,5.5,-13.8,0.0
COc1ccc(OCC(=O)N/N=C/c2ccccc2[N+](=O)[O-])cc1,1.7,1.1,2.9,0.0
Cc1cccc(C(=O)Nc2ccc(C(=O)Nc3ccc4ccccc4c3)cc2)c1,-0.8,9.3,-4.5,0.0
CCN(Cc1ccccc1)c1c(-c2ccccc2)c(=O)c1=O,0.3,-0.8,-12.4,-0.2
CCCCNc1cc(-c2ccc(Cl)cc2)ncn1,-1.3,-7.2,-44.7,0.2
COC(=O)c1c2cc(Br)ccc2nc2cc(OC)cc(OC)c12,1.2,-18.3,-12.4,0.9
CCCNC(=O)c1ccc(Oc2cccc([N+](=O)[O-])c2)c([N+](=O)[O-])c1,-0.8,-4.4,2.8,0.9
